# Cneo AK release: Cryptococcus neoformans lysis via adenylate kinase release. C. neoformans lysis, adenylate kinase release luminescence, 4 h; normalised: neutral wells 0, clomiphene wells 100. lysis activity, % at 15 µM. AID 651654. actives 0.2% (n = 360,000);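 active means mean lysis activity across replicates of at least 80%, whatever share of replicates individually reach that level; inactive means mean lysis activity below 80%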
#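 Test system: log-phase Cryptococcus neoformans yeast cells. Input: 5 × 10^6 yeast cells/mL. Medium: fresh YPD growth medium. Doses: single dose. Incubation: static 4 h at 37 °C with compound, 1 h detection. Measured by: luminescent adenylate kinase detection reagent. Read-out: signal increase indicating cell lysis. Benchmarks: Clomiphene.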
# ARNT TACC3 PPI: disrupts binding between human ARNT and TACC3 | Q9Y6A5 | AlphaScreen His-ARNT PAS-B/GST-TACC3 binding, luminescence; TACC3 fragment carries E629A point mutation | inhibition, % at 9.99 µM | actives 0.66% (n = 390,000) | AID 623870;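 active means mean inhibition of replicates at least 50% and at least half of replicates each reaching 50%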;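 further: 0% = complete ARNT plus TACC3 wells and 100% = ARNT alone without TACC3; many hits fall short of the cut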
# SIRT5 block: inhibitors of human sirtuin-5 desuccinylase | actives 1.1% (n = 330,000) | Q9NXA8 | AID 652115 | Purified SirT5, succinyl-peptide AMC, trypsin-coupled fluorescence | inhibition, % at 15 µM; in the data active means inhibition above about 15%
# Target sequence (Q9NXA8 whole entry, looked up): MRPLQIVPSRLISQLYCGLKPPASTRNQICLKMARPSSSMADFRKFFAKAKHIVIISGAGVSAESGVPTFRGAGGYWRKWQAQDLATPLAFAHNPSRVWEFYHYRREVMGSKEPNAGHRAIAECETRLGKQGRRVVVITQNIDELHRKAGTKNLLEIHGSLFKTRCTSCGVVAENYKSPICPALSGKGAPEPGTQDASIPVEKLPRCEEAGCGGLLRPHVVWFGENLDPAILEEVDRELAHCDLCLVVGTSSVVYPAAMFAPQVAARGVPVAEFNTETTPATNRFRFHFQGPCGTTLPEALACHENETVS
# miR122 inh: inhibitors of miR-122 in Huh7 cells; activation (reporter increase), % at 12.5 µM; actives 0.3% (n = 340,000); Huh7 miR-122 Renilla luciferase sensor, 48 h; neutral wells = 0, positive control = 100; AID 602342;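 active means mean replicate activation score at least 90 and every replicate individually at or above 90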;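 further: higher luciferase means less miR-122 activity so hits act as miR-122 inhibitors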
# ERp5 inh: blocks human ERp5 reductase activity on insulin; actives 0.05% (n = 350,000); AID 651711; ERp5 insulin aggregation, absorbance 650 nm, 90 min; inhibition, % at 9.99 µM; Q15084;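 active means mean replicate inhibition above about 25%, with every replicate also reaching it, limit read from the data, passing the limit was not always enough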
# Target sequence (Q15084 whole entry, looked up): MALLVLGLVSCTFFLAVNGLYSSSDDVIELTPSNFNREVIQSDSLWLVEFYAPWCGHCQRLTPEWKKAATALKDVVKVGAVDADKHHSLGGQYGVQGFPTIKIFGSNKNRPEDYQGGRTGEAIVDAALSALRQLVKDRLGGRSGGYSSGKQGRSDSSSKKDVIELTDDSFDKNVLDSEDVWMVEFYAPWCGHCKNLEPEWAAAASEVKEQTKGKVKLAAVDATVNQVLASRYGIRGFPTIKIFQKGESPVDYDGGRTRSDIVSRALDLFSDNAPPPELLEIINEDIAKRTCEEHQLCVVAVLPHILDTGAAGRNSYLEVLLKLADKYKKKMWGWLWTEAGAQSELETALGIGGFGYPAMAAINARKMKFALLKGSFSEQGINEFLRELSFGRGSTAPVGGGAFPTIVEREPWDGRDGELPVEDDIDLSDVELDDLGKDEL
# esBAF inh: blocks esBAF chromatin remodeling in mouse ES cells; Bmi1-luciferase knock-in reporter, 24 h; 100% = twice the neutral-well signal; AID 602393; actives 2% (n = 350,000); reporter increase, % at 12.5 µM; in the data active means activation above about 40%;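 further: 0% = median of the plate's neutral control wells and 100% = double that signal; a rise in the Bmi1 reporter signal indicates esBAF inhibition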
# Statin myotox sup: suppression of simvastatin myotoxicity; actives 0.78% (n = 330,000); rescue of ATP level, % at 7.49 µM; C2C12 myotubes + simvastatin, ATP luminescence, 48 h; scaled: DMSO 0, geranylgeraniol control 100;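 active means mean ATP rescue above about 67%, or every replicate alone reaching that limit, limit read from the data, passing the limit was not always enough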;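 further: myotubes were challenged with 10 µM simvastatin during compound exposure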
# Active calls of the source: *; nt = no result given; [ ] = another dose, or the depositor's remark. This is a random part of the collection, and some 4% of all compounds hit somewhere here.
# The first 2 compounds (preview)
# Results follow in this order: miR122 inh, esBAF inh, ARNT TACC3 PPI, ERp5 inh, Statin myotox sup, Cneo AK release, SIRT5 block
C=CCc1cccc2cc(C(=O)Nc3ccc(NC(C)=O)cc3)c(=O)oc12
  0, 10, -1, 5, 10, -1, 3
O=C(c1ccccn1)N(c1ccccc1)C1(C(=O)NC2CCCCC2)CCCCC1
  5, nt, 0, 3, nt, nt, 1

# All compounds of this part, from the first entry:
# Results follow in this order: miR122 inh, esBAF inh, ARNT TACC3 PPI, ERp5 inh, Statin myotox sup, Cneo AK release, SIRT5 block
C=CCc1cccc2cc(C(=O)Nc3ccc(NC(C)=O)cc3)c(=O)oc12
  0, 10, -1, 5, 10, -1, 3
O=C(c1ccccn1)N(c1ccccc1)C1(C(=O)NC2CCCCC2)CCCCC1
  5, nt, 0, 3, nt, nt, 1
O=c1[nH]c(C2CCCN(S(=O)(=O)c3ccccc3Cl)C2)nc2c1nnn2Cc1ccc2c(c1)OCCO2 (configuration not stated)
  -6, -1, -24, 3, 7, 3, 4
CSc1ncccc1C(=O)OCc1ccccc1F
  -6, 50*, -15, nt, 4, nt, nt
COc1ccc(S(=O)(=O)N2CCCCN3[C@H](CO)[C@@H](c4ccc(C#CC5CC5)cc4)[C@H]3C2)cc1
  -28[16.7 µM], nt, 20, -4, nt, -1, 11
CC1(C)CC(NC(=O)COc2ccc3c4c(c(=O)oc3c2)CCCC4)CC(C)(C)N1
  -12, -5, 6, -2, 14, 1, -9
O=C1c2cccc3cccc(c23)C(=O)N1c1ccccn1
  nt, 2, -3, 4, nt, 0, -16
Cc1cccc(OCc2nn[nH]n2)c1C
  0, 3, 10, 0, 7, -1, 3
CC(O)CC(=O)OC[C@]12CC[C@H]3[C@@](C)(CC[C@H]4C(C)(C)CCC[C@]34C)[C@@H]1CC(C1=CC(=O)OC1O)O2 (some centres not stated)
  -20, -85, nt, 5, -260, 0, nt
CCCNC(=O)N1[C@@H]2CN(C(=O)Nc3ccc(F)cc3)c3ccccc3[C@@H]2[C@@H]1CO
  4[16.7 µM], 4, 0, 2, -9, -2, 3
OC(COc1ccccc1)Cn1c2ccccc2c2ccccc21 (configuration not stated)
  3, 1, -1, nt, 3, 3, nt
COc1cccc(NC(=O)CN(C)C(=O)c2c(C)nn(Cc3ccc(C)cc3)c2Cl)c1
  0, -6, 0, 0, 16, 6, -2
O=C(NCc1ccc(F)cc1)[C@@H]1[C@@H](CO)[C@@H]2Cn3c(cccc3=O)[C@H]1N2CC1CCCC1
  nt, 2, -3, -1, -16, -1, 0
CCc1cccc(NC(=O)Nc2ccc3c(c2)OCO3)c1
  52, 25, nt, nt, -6, 4, nt
CN(C)c1ccc(NS(=O)(=O)c2cc(Cl)ccc2Cl)cc1
  nt, nt, 8, -5, nt, nt, 2

# (more compounds)
# Results follow in this order: miR122 inh, esBAF inh, ARNT TACC3 PPI, ERp5 inh, Statin myotox sup, Cneo AK release, SIRT5 block
O=c1c2[nH]c3ccc(F)cc3c2ncn1CC1CCCO1 (configuration not stated)
  2, nt, -2, 2, nt, 1, -4
COc1ccc(NC(=O)N(C)C[C@@H]2Oc3ccc(NC(=O)Nc4ccc(F)cc4)cc3CC(=O)N([C@@H](C)CO)C[C@H]2C)cc1
  -2[16.7 µM], -6, 5, 3, -11, -2, -3
COc1ccccc1Nc1nc(N)nc(CN2CCN(Cc3ccc4c(c3)OCO4)CC2)n1
  -7, 3, 15, -3, 2, -4, -2
Cc1ccc(NC(=O)Cc2c(C(=O)O)n(C)c3ccccc23)cc1F
  -6, nt, -3, 2, nt, nt, nt
COc1ccc(S(=O)(=O)N(C)C[C@H]2Oc3ccc(NC(=O)NC(C)C)cc3CC(=O)N([C@H](C)CO)C[C@H]2C)cc1
  -4[16.7 µM], -2, -1, 6, -26, 1, -1
O=C1NC2(CCCc3ccccc32)C(=O)N1Cc1nnc(-c2ccccc2Br)o1 (configuration not stated)
  3, 11, -5, nt, 16, 0, nt
COc1ccccc1CNC(=O)c1cn(C)c(=O)c2cc(OC)c(OC)cc12
  -1, -4, 0, nt, 12, 0, nt
O=C(c1cnn(-c2ccccc2)c1)c1cc(F)ccc1O
  22, 89*, -2, 2, 1, -5, 3
CCOc1ccccc1-c1n[nH]c(=S)o1
  6, -2, -2, 3, -2, -2, 4
O=C(NC1CCCC1)c1ccccc1-c1nc2ccccc2[nH]1
  3, -8, 1, nt, nt, -1, nt
O=C(COC(=O)COc1ccccc1F)NC1CC1
  -12, 2, -1, 11, -9, 3, -3
COc1ccccc1CNC(=O)COC(=O)C1CCN(S(=O)(=O)c2ccc(C)c(C)c2)CC1
  -2, 4, 0, -6, 15, -2, -9
CCOc1ccc(C(NC(=O)/C=C/c2ccco2)c2ccc(OC)c(OC)c2)cc1 (configuration not stated)
  -9, nt, -2, -1, nt, -3, nt
Cc1ccc(CNC(=O)NC2CCCCC2)cc1
  29, nt, -6, nt, nt, 0, nt
CNC(=S)N/N=C/c1c2ccccc2c(Cl)c2ccccc12
  -6, 0, 1, -4, 11, 33, 1

# As entered above.
# `O=C(c1cnn(-c2ccccc2)c1)c1cc(F)ccc1O` @ ARNT TACC3 PPI = -2
# `CCOc1ccc(C(NC(=O)/C=C/c2ccco2)c2ccc(OC)c(OC)c2)cc1` (configuration not stated) @ ERp5 inh = -1
# `Cc1ccc(CNC(=O)NC2CCCCC2)cc1` @ Cneo AK release = 0
# `Cc1ccc(NC(=O)Cc2c(C(=O)O)n(C)c3ccccc23)cc1F` @ ERp5 inh = 2

# 4 compounds out of the list above, sorted by their value in miR122 inh, falling:
compound | miR122 inh | esBAF inh | ARNT TACC3 PPI | ERp5 inh | SIRT5 block
CCc1cccc(NC(=O)Nc2ccc3c(c2)OCO3)c1 | 52 | 25 | nt | nt | nt
COc1ccccc1CNC(=O)c1cn(C)c(=O)c2cc(OC)c(OC)cc12 | -1 | -4 | 0 | nt | nt
COc1ccccc1CNC(=O)COC(=O)C1CCN(S(=O)(=O)c2ccc(C)c(C)c2)CC1 | -2 | 4 | 0 | -6 | -9
O=c1[nH]c(C2CCCN(S(=O)(=O)c3ccccc3Cl)C2)nc2c1nnn2Cc1ccc2c(c1)OCCO2 (configuration not stated) | -6 | -1 | -24 | 3 | 4

# Next structures.
# Results follow in this order: miR122 inh, esBAF inh, ARNT TACC3 PPI, ERp5 inh, Statin myotox sup, Cneo AK release, SIRT5 block
CC(=O)C(Cc1ccccc1)NC(=O)CN1CCN(Cc2ccccc2)CC1 (configuration not stated)
  -1, 8, 6, 4, -9, 0, -1
CC(C)NC(=O)N(C)C[C@@H]1Oc2cc(C#CC(C)(C)O)ccc2S(=O)(=O)N([C@H](C)CO)C[C@H]1C
  -5[16.7 µM], 0, -8, -11, 1, 2, -4
O=C(C[C@H]1CC[C@H](NC(=O)NC2CCCCC2)[C@@H](CO)O1)NCc1ccc(F)cc1
  9[16.7 µM], -4, -4, 2, 4, 0, 1
CCN1CCN(C2=C(NS(=O)(=O)c3ccc(NC(C)=O)cc3)C(=O)c3ccccc3C2=O)CC1
  16, 3, 12, 2, 3, -2, 1
CC(=O)NCC(=O)OCC(=O)Nc1ccc(C(C)=O)cc1
  3, -7, -5, nt, 39, -2, nt
O=c1c2ccccc2ncn1-c1ccccc1C(F)(F)F
  -7, -2, 2, 2, 6, nt, -2
CCN(CC)CCNC(=O)c1ccc(NC(=O)c2cc(-c3ccncc3)nc3ccccc23)cc1
  -14, -1, 15, -3, -9, 1, 2
O=C1CCCCCN1Cc1ccccc1
  -8, -2, -7, nt, 5, 0, nt
Cc1ccc(OCC(=O)NCCCNC(=O)c2cccnc2)cc1
  nt, 2, nt, 4, 32, -9, 1
N#Cc1ccccc1CSc1ccccn1
  11, 0, -11, nt, -5, -2, nt
O=C(CN1C(=O)NC2(CCCCCC2)C1=O)NCc1ccccc1
  -12, 4, 0, 1, 2, 0, -1
CO[C@@H]1CN(C)C(=O)c2ccc(NS(=O)(=O)CC(F)(F)F)cc2OC[C@@H](C)N(CCC(F)(F)F)C[C@H]1C
  1[16.7 µM], 4, 19, 1, -24, 35, nt
O=C(C[C@@H]1CC[C@H]2[C@@H](COC[C@@H](O)CN2C(=O)c2ccncc2)O1)NC1CCC1
  4[16.7 µM], -1, -3, -2, -36, 3, -1
O=C(Cn1ccc(C(F)(F)F)n1)NNC(=O)c1cccnc1
  nt, -3, -1, 13, 3, -1, 0
COc1cccc(-c2cc(C(=O)Nc3c(C)n(C)n(-c4ccccc4)c3=O)no2)c1
  -3, -3, 2, nt, 2, 1, nt

# Further compounds follow:
# Results follow in this order: miR122 inh, esBAF inh, ARNT TACC3 PPI, ERp5 inh, Statin myotox sup, Cneo AK release, SIRT5 block
Cc1cccc(NC(=O)C2CC(=O)n3ncnc3N2)c1 (configuration not stated)
  -4, -7, 0, 1, 3, 0, 79*
CCOC(=O)/C(=C(/C)N)C1CC(=O)NC1=O (configuration not stated)
  -6, -4, nt, 0, 3, -1, -3
C[C@@H]1CN([C@H](C)CO)C(=O)c2cc(NC(=O)NC3CCCCC3)ccc2O[C@@H](C)CCCCO[C@H]1CN(C)S(C)(=O)=O
  -11[16.7 µM], -1, -5, -5, -34, 0, -1
O=C(CCc1nc(-c2ccccc2Cl)no1)Nc1cccnc1
  0, 21, -3, 3, -12, 0, -2
CCC1CCCCN1CCNC(=O)CCS(=O)(=O)c1ccc(Br)cc1 (configuration not stated)
  -2, -4, 4, nt, -3, -1, nt
CNC[C@H]1Oc2ccc(NC(=O)NC(C)C)cc2CC(=O)N([C@@H](C)CO)C[C@@H]1C
  59[16.7 µM], 1, -6, 1, 26, -1, -5
COC(=O)CC1COc2ccccc2N1C(=O)c1cccc(C(F)(F)F)c1 (configuration not stated)
  -1, -12, 1, 1, 0, 0, 0
O=C(c1ccc(Cl)cc1)N1C2C=CC(C2)C1(C(F)(F)F)C(F)(F)F (configuration not stated)
  1, 6, -6, -8, -5, 1, -10
C[C@@H](O)C#Cc1cnc2c(c1)C(=O)N([C@@H](C)CO)C[C@H](C)[C@H](CN(C)Cc1cccc(F)c1)O2
  10[16.7 µM], 2, 3, 7, -1, 2, 0
C[C@@H]1CN([C@@H](C)CO)C(=O)c2cc(NC(=O)Cc3ccccc3)ccc2O[C@@H](C)CCCCO[C@H]1CN(C)Cc1ccncc1
  12[16.7 µM], -3, nt, nt, -11, nt, nt
O=C(Nc1ccc(Cl)cc1Cl)NC1CCN(S(=O)(=O)c2ccc(F)cc2)CC1
  nt, nt, -1, -2, nt, 0, -3
O=C(CN1CCOCC1)N/N=C/c1ccc(-c2ccc(C(=O)O)cc2)o1
  nt, nt, -3, 6, nt, nt, 17*
C[C@H](CO)N1C[C@H](C)[C@H](CN(C)C(=O)Nc2ccccc2)Oc2ccc(NC(=O)Cc3cn(C)c4ccccc34)cc2C1=O
  -6[16.7 µM], 2, 1, 2, -6, 9, -3
CC(C)NC(=O)NCC[C@H]1CC[C@H](NS(=O)(=O)c2ccc(-c3ccccc3)cc2)[C@@H](CO)O1
  nt, -4, -5, -5, 13, 4, -2
Nc1nnc(CSCc2ccccc2Cl)s1
  -1, nt, 2, 0, nt, 1, -3

# Next entries follow:
# Results follow in this order: miR122 inh, esBAF inh, ARNT TACC3 PPI, ERp5 inh, Statin myotox sup, Cneo AK release, SIRT5 block
CC(=O)c1ccc(N2CCN(CC(O)c3ccccc3)CC2)cc1 (configuration not stated)
  -2, -2, 0, 2, 4, -4, 3
COc1ccccc1C(=O)n1nc(-c2cccnc2)nc1NCc1ccccc1
  -3, 1, 1, 5, 6, 0, 4
CS(=O)(=O)N(CC(=O)N1CCN(C(c2ccccc2)c2ccccc2)CC1)C1CCCCC1
  -2, -5, 30, nt, 48, 0, nt
Cc1nc2c(=O)n(-c3cccc(C(F)(F)F)c3)nc(C)c2s1
  nt, -4, 24, 2, 5, nt, -1
COc1ccccc1CNC(=O)CN1C(=O)NC2(CCCc3sccc32)C1=O (configuration not stated)
  1, 4, -20, 6, -3, 0, 0

# Screens: PubChem BioAssay, Broad Institute
